HRas wt GTP bind: modulators of GTP binding to HRas wildtype, primary screen, biochemical, bead-based flow cytometry, multiplex; GST-Ras wt beads, Bodipy-FL-GTP binding; actives lie on both sides; GTP binding activity, % at 10 µM; 0.14% of 190,000 active;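 active = GTP binding activity at least 20% away from the 100% baseline, either lowered as inhibitor or raised as activator; inconclusive = flagged as likely green fluorescent, judged across all proteins in the well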;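 also: 0% = unlabeled GTP competition control and 100% = no-compound control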
Rac1 act GTP bind: GTP binding modulators of activated mutant Rac1, primary screen, biochemical, bead-based flow cytometry, multiplex, fluorescent GTP; GST-Rac1 activated beads; actives lie on both sides; 100% means binding = to untreated wells; percent activity (GTP binding), % at 10 µM; 0.11% of 190,000 active;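 active = GTP binding at least 20 percentage points away from the 100% baseline, in either direction, so actives lie on both sides; inconclusive = Compound likely fluorescent itself, or too few beads counted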
Rab7 wt GTP bind: modulators of GTP binding to Rab7, primary screen, biochemical, wildtype, multiplex bead flow cytometry. GTP binding activity (percent of control), % at 10 µM. GST-Rab7 beads, fluorescent GTP binding; actives lie on both sides; untreated = 100%, excess cold GTP = 0%. 0.055% of 190,000 active. Rab7 GTPase wild type (dog), Bodipy-FL-GTP binding;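 active = fluorescent GTP binding to Rab7 beads changed by at least 20 points from the 100% baseline, either direction, mostly lower; inconclusive = compound itself probably fluorescent, or too few beads counted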;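 also: median green fluorescence of bound Bodipy-FL-GTP per Rab7 bead population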
Rab2A wt mod: modulators of GTP binding to Rab2A wildtype, primary screen, biochemical, dog, bead-based flow cytometry, multiplex. GST-Rab2 wt beads, Bodipy-GTP binding. 0.19% of 190,000 active. GTP binding activity, % at 10 µM. Ras-related protein Rab-2A (Canis lupus familiaris), P61105;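 active = GTP binding activity at least 20 points away from 100%, either lowered or raised; inconclusive = signal likely due to the compound's own green fluorescence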;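 also: 0% = beads with excess unlabeled GTP and 100% = no-compound control corrected for plate trend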
Pf gametocyte: late stage P. falciparum gametocyte viability inhibitors, primary screen, ATP luminescence, HTS; P. falciparum stage V gametocytes, 24 h; inhibition, % at 10.9 µM; 0.065% of 150,000 active; AID 743093, 2013;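 active = inhibition above the mean plus 3 SD of compounds within the control limits, set per campaign, cut at about 38% in these data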;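 also: 0% = DMSO wells and 100% = medium only without gametocytes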
Rac1 wt modul: wildtype Rac1 GTP binding modulators, primary screen, biochemical, GST-Rac1 beads, flow cytometry, multiplex; GTP binding activity (% of control), % at 10 µM; fluorescent GTP binding; actives lie on both sides; 0 = cold GTP competed, 100 = untreated; 0.27% of 190,000 active; AID 757, 2007;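 active = GTP binding activity at least 20 points away from the 100% control level, either lower or higher; inconclusive = compound flagged as likely green fluorescent, judged across all proteins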
GSH fluor: compound fluorescence on glutathione beads, profiling panel, artefact control, biophysical, 488/530 nm, flow cytometry; 0.25% of 190,000 active; AID 1776, 2009; fluorescence (KMESF) at 10 µM; GSH beads flow cytometry, compound fluorescence 488/530 nm; hits give high values; in the data active = fluorescence above about 89;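 also: glutathione beads carrying GST-tagged Bcl family fusion proteins plus one bare bead set; values are compound well signal with DMSO vehicle wells as background; inactives centre near 16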
Avidin bead fluor: green autofluorescence of compounds with avidin beads – biophysical, 488/530 nm, flow cytometry, artefact control, profiling panel; fluorescence (KMESF) at 10 µM; AID 1775, 2009; 0.38% of 220,000 active; compound fluorescence 488/530 nm; hits give high values; in the data active = fluorescence above about 47; also: inactives centre near 10
Cdc42 wt GTP: modulators of GTP binding to wildtype Cdc42, primary screen, biochemical, multiplex bead flow cytometry, Bodipy-GTP | GST-Cdc42 beads; actives lie on both sides | percent activity (GTP binding), % at 10 µM | 0.2% of 190,000 active | Cell division control protein 42 homolog (Homo sapiens), P60953;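 active = percent activity GTP binding at least 20 points away from the 100% baseline, either down as inhibitor or up as activator; inconclusive = compound flagged as likely green fluorescent from well-wide comparison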;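 also: median bead fluorescence of bound Bodipy-FL-GTP at 100 nM; 0% = excess unlabeled GTP control and 100% = no compound control; below 100% means less GTP binding so inhibitor and above means activator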
ABCB1 inh: ABCB1 efflux pump inhibitors, primary screen, cell-based, multiplex, flow cytometry, ABCG2 counter-screen. CCRF-Adr cells, JC-1 efflux. inhibition, % at 6.6 µM. 0.067% of 190,000 active. AID 1326, 2008; in the data active = inhibition above about 40%;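 also: 0% = vehicle and 100% = reference inhibitor; higher value means more JC-1 retained so stronger ABCB1 efflux block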
Target sequence (P08183 whole entry, looked up): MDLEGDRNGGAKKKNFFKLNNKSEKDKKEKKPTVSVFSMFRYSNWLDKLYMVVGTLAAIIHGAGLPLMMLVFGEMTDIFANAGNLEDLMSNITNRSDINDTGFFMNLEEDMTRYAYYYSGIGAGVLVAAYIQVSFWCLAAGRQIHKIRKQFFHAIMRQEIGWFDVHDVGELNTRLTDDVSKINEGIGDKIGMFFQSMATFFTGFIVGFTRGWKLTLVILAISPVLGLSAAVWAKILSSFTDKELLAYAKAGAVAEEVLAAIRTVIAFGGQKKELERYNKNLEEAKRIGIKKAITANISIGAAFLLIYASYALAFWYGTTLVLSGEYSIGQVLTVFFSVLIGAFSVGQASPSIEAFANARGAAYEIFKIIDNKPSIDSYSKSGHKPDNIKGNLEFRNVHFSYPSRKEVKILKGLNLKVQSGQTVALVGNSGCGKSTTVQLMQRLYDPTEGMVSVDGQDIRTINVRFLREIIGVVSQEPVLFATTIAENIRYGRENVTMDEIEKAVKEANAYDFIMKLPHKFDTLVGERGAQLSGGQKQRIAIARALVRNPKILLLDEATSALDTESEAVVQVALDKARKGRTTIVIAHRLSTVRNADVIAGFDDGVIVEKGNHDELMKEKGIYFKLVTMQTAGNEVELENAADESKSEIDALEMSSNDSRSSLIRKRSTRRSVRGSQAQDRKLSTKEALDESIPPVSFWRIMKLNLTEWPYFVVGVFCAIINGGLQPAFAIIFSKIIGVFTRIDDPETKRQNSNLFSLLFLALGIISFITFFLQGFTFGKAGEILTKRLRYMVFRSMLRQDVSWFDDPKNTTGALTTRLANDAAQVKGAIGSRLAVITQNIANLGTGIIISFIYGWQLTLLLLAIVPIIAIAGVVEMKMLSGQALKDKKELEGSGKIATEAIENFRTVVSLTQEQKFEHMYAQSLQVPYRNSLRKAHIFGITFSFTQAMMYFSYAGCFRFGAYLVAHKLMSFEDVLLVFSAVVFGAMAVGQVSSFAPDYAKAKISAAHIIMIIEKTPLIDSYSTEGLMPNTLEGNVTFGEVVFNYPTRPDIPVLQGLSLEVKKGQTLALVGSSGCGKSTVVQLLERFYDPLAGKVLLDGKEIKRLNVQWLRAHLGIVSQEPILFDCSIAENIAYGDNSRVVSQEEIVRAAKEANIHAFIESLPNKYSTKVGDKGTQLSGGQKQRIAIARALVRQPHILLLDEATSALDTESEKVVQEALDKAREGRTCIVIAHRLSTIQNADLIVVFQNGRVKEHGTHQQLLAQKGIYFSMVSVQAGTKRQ
ABCG2 inh: ABCG2 efflux pump inhibitors, primary screen, multiplex with ABCB1, IgMXP3 cells, flow cytometry; JC-1 efflux; inhibition, % at 6.6 µM; 0.1% of 190,000 active; AID 1325, 2008;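 active = inhibition above 80%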;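 also: 0% = DMSO and 100% = nicardipine control wells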
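Test system: IgMXP3 cells (ABCG2) mixed with DDAO far-red-labelled CCRF-Adr cells (ABCB1). Reagent: JC-1 transporter substrate. Compound dosing: single test compound dose, 6.6 µM final. Times: 10 min compound exposure, 25 °C. Detection: flow cytometry of retained JC-1 fluorescence. Read-out basis: efflux inhibition in percent versus controls. Controls: nicardipine and DMSO wells.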
An asterisk follows results filed as active; ? = inconclusive; . = no result given.

SMILES	HRas wt GTP bind	Rac1 act GTP bind	Rab7 wt GTP bind	Rab2A wt mod	Pf gametocyte	Rac1 wt modul	GSH fluor	Avidin bead fluor	Cdc42 wt GTP	ABCB1 inh	ABCG2 inh
Cc1ccc(NC(=O)c2ccco2)c(NC(=O)Cc2cccs2)c1	105.0	100.0	93.0	106.0	.	103.0	23	13	106.0	0.2	0.7
Brc1ccc(-c2csc(-c3c[nH]c4ccccc34)n2)cc1	101.0	98.0	103.0	100.0	-3.4	100.0	24	15	100.0	-0.4	-0.6
CCOCCCn1c(=NC(C)=O)c(C(=O)OCC)cc2c(=O)n3ccccc3nc21	97.0	95.0	93.0	99.0	.	96.0	15	7	97.0	1.2	8.7
Cc1nnc2n1NC(c1ccc(Cl)cc1)C(C(=O)N(C)C1CCCCC1)S2 (stereo not drawn)	100.0	98.0	100.0	97.0	.	102.0	39	6	99.0	1.0	2.8
COC(=O)c1c(NC(=O)Cc2cccs2)sc(C(=O)N2CCCCC2)c1C	104.0	103.0	104.0	103.0	.	106.0	23	5	105.0	0.9	6.3
Cc1sc(NC(=O)C2CCCCC2C(=O)O)c(C(N)=O)c1C (stereo not drawn)	97.0	93.0	96.0	95.0	.	96.0	19	29	97.0	0.1	-0.4
FC(F)(F)c1cnc(/C=C/Nc2ccccc2Cl)c(Cl)c1	98.0	95.0	100.0	99.0	10.1	98.0	48	21	94.0	0.0	0.3
COc1ccc(C(=O)NCCC2=CCCCC2)cc1	100.0	101.0	98.0	98.0	3.7	105.0	10	6	101.0	0.5	3.3
Cc1ccc(-c2nc(SCC(=O)NCCN3C(=O)CSC3=O)[nH]c2-c2ccc(C)cc2)cc1	102.0	101.0	106.0	103.0	.	105.0	37	12	102.0	1.9	49.2
O=C(O)c1ccc(NC(=O)c2cccs2)cc1	102.0	99.0	97.0	99.0	-8.9	111.0	24	32	105.0	1.1	19.6
COc1cccc(-n2c(SCC(=O)NCCc3ccccc3)nnc2-c2ccoc2C)c1	?	?	?	?	.	?	7	7	?	3.0	6.0
COc1ccccc1C(=O)NCCCn1cc(Br)c(C)n1	101.0	99.0	102.0	101.0	.	101.0	31	34	103.0	0.6	5.1
Cc1ccc(NC(=S)N(CCN2CCCCC2)Cc2ccco2)cc1Cl	96.0	95.0	103.0	97.0	-6.5	99.0	13	18	97.0	0.8	0.2
CC(=O)OCC(=O)Nc1ccc(Cl)cc1Cl	108.0	101.0	106.0	106.0	.	118.0	231*	4	116.0	0.2	0.8
Cc1cc(N2CCN(C3CCCC3)CC2)n2c(nc3ccccc32)c1C#N	99.0	97.0	97.0	99.0	-12.1	103.0	9	4	101.0	6.7	2.1
O=C(O)c1ccc(NC(=O)c2cccc(N3C(=O)C4C5CCC(C5)C4C3=O)c2)cc1 (stereo not drawn)	101.0	100.0	99.0	99.0	.	102.0	10	3	97.0	0.5	0.0
Cc1nc2ccccc2c(=O)n1NC(=O)CCC(=O)O	98.0	97.0	98.0	95.0	-4.7	98.0	13	11	94.0	2.3	7.4
CN(C)C=NC(=O)c1ccc([N+](=O)[O-])c(CS(=O)(=O)c2ccc(Cl)cc2)c1	97.0	98.0	96.0	96.0	-1.4	100.0	15	20	97.0	0.3	1.5
Cc1cccc(N2CCN(C(=O)c3ccc(Cl)c(S(=O)(=O)NCc4ccco4)c3)CC2)c1C	99.0	96.0	98.0	98.0	.	102.0	45	33	99.0	0.7	2.9
CC(=O)N1Cc2ccccc2C(C)CC12CCCC2 (stereo not drawn)	102.0	100.0	97.0	100.0	-0.7	105.0	17	18	99.0	0.9	2.0
CC1Cc2nc(SCC(=O)Nc3nccs3)n(Cc3ccccc3)c(=O)c2S1 (stereo not drawn)	101.0	101.0	102.0	101.0	.	103.0	15	28	103.0	1.1	8.3
COC1(OC)C(/C=C/c2ccc(C)cc2)C(C#N)(C#N)C1(OC)OC (stereo not drawn)	?	?	?	?	.	?	18	9	?	0.2	2.5
O=C1/C(=C\c2cccs2)N=C(c2cccs2)N1Nc1ccccc1	100.0	98.0	97.0	97.0	-27.9	102.0	24	4	100.0	-0.2	0.0
O=C(CSc1nnc(NC2CCCCC2)s1)NC1CCS(=O)(=O)C1 (stereo not drawn)	97.0	96.0	95.0	95.0	.	97.0	33	4	99.0	0.7	1.5
O=C1C(Cl)=C(Nc2ccccc2O)C(=O)N1CCc1ccccc1	100.0	97.0	104.0	98.0	-12.5	102.0	4	8	102.0	0.8	2.3
CN(C)CCOC(=O)C12CC3CC(CC(C3)C1)C2	106.0	106.0	101.0	103.0	-33.7	113.0	15	13	111.0	0.6	4.0
COc1ccc(NC(=O)CC2C(=O)N(c3ccccc3)C(=O)N2CCc2cccs2)cc1 (stereo not drawn)	98.0	98.0	101.0	99.0	9.0	100.0	9	7	97.0	0.5	-1.3
Cc1cc(C2C(=O)CC(=O)CC2c2ccccc2)on1 (stereo not drawn)	100.0	97.0	100.0	98.0	.	102.0	30	11	100.0	0.2	-0.7
CC1=C(CC(=O)c2ccc(Cl)cc2)C(=O)c2ccccc2C1=O	96.0	96.0	97.0	98.0	7.6	99.0	37	15	99.0	0.5	19.1
OCCC1CN(C/C(Cl)=C/c2ccccc2)CCN1C1CCCC1 (stereo not drawn)	97.0	95.0	103.0	98.0	-24.9	96.0	17	14	97.0	0.2	0.5
O=C1COc2ccc(C(=O)COC(=O)CNC(=O)c3ccccc3)cc2N1	98.0	96.0	105.0	98.0	20.7	95.0	24	26	97.0	1.1	3.5
Cc1cc(=O)n2c(C)n[nH]c2n1	100.0	100.0	101.0	99.0	.	100.0	25	18	102.0	-0.1	-0.8
COc1cc(/C=N/NC(=O)c2cc(C34CC5CC(CC(C5)C3)C4)[nH]n2)ccc1O	102.0	101.0	104.0	101.0	-24.3	105.0	36	13	100.0	-0.8	-5.7
O=C(C1CCCO1)N1CCN(C(=S)Nc2cccc(Cl)c2)CC1 (stereo not drawn)	101.0	100.0	100.0	100.0	-2.6	101.0	13	14	102.0	0.1	1.9
O=C(NCC1CCCO1)c1ccccn1 (stereo not drawn)	101.0	99.0	105.0	100.0	.	105.0	26	36	100.0	0.6	4.0
O=C(COC(=O)C12CC3CC(CC(Br)(C3)C1)C2)Nc1cccnc1Cl	96.0	97.0	97.0	96.0	-2.5	100.0	26	11	99.0	1.7	9.0
Cc1ccccc1Nc1nnc(SCC(=O)NCc2cccs2)s1	101.0	102.0	102.0	100.0	-9.1	103.0	9	14	103.0	0.7	13.1
Cc1nc(Nc2ccccc2)sc1-c1ccccc1	99.0	97.0	98.0	99.0	-4.9	100.0	17	5	94.0	3.0	29.4
COc1cc(/C=N/NC(=S)NCc2ccccc2)ccc1OCC#N	98.0	97.0	96.0	95.0	.	98.0	7	5	99.0	0.2	6.2
CC(=O)NC(Cc1ccccc1)C(=O)OCC(=O)c1ccc(Cl)cc1 (stereo not drawn)	99.0	98.0	101.0	98.0	0.4	104.0	4	14	100.0	0.8	7.9
CC(C)C(=O)Nc1nnc(SCC(=O)NCc2ccc3c(c2)OCO3)s1	98.0	96.0	97.0	95.0	.	97.0	19	24	95.0	0.4	3.6
O=C(OCCNC(=O)c1ccc2ccccc2n1)c1cccnc1	102.0	101.0	101.0	102.0	.	105.0	25	24	104.0	1.2	6.2
Cc1ccccc1N(CC(=O)N/N=C/c1ccc(Cl)cc1)C(=O)c1ccccc1	100.0	102.0	99.0	99.0	.	107.0	18	27	102.0	0.8	1.5
Cc1cccc(C)c1NC(=O)COC(=O)c1ccccc1Nc1ccccc1	98.0	97.0	102.0	99.0	.	106.0	10	9	100.0	-0.4	-0.3
CCCCCOC(=O)Cn1c(SCC(=O)Nc2ccccc2)nc2c1c(=O)[nH]c(=O)n2C	99.0	99.0	97.0	98.0	.	100.0	18	18	99.0	0.6	3.4
Cn1c(=O)c(Nc2ccc(Cl)cc2)c2c3c(cccc31)C(=O)c1ccccc1-2	98.0	97.0	98.0	99.0	-18.0	100.0	17	8	97.0	35.3	23.4
CCOC(=O)C(/C(C)=N/NC(=O)c1ccccc1[N+](=O)[O-])C(C)C (stereo not drawn)	101.0	98.0	98.0	101.0	11.4	104.0	25	35	103.0	1.8	30.2
CCCn1c(-c2cccc([N+](=O)[O-])c2)nc2c1c(=O)[nH]c(=O)n2Cc1ccccc1	102.0	102.0	102.0	100.0	-2.3	103.0	16	13	105.0	3.3	38.4
COC(=O)CSC1=C(C#N)C(c2ccc(C(C)C)cc2)CC(=O)N1 (stereo not drawn)	100.0	100.0	101.0	100.0	.	107.0	13	6	102.0	0.5	1.0
COc1ccc(C(=O)NCC(=O)OCC(=O)Nc2cc([N+](=O)[O-])ccc2F)cc1	98.0	97.0	96.0	96.0	2.3	98.0	21	5	94.0	0.2	10.1
O=C(Cc1ccccc1)NCC(=O)N/N=C/c1ccc(Cl)cc1	97.0	96.0	94.0	96.0	-23.8	97.0	17	27	95.0	0.5	3.6
O=C(c1ccc(S(=O)(=O)N2CCOCC2)cc1)N1CCN(C2=NS(=O)(=O)c3ccccc32)CC1	94.0	91.0	97.0	90.0	1.7	90.0	55	7	94.0	0.3	1.4
O=C(COC(=O)C1CC(=O)N(c2ccc3c(c2)OCCO3)C1)Nc1ccc2c(c1)CCC2 (stereo not drawn)	103.0	98.0	100.0	100.0	-12.1	109.0	11	26	105.0	0.2	2.3

As entered above:
O=C(c1ccc(S(=O)(=O)N2CCOCC2)cc1)N1CCN(C2=NS(=O)(=O)c3ccccc32)CC1 in HRas wt GTP bind: 94.0
COC(=O)CSC1=C(C#N)C(c2ccc(C(C)C)cc2)CC(=O)N1 (stereo not drawn) in Cdc42 wt GTP: 102.0
CCCn1c(-c2cccc([N+](=O)[O-])c2)nc2c1c(=O)[nH]c(=O)n2Cc1ccccc1 in Rac1 act GTP bind: 102.0
